# Assay outcomes as filed in PubChem BioAssay.
# RMI-FANCM inh = disruptors of RMI1/RMI2 association with MM2 peptide – biochemical, fluorescence polarization, human, primary screen. RMI core complex with F-MM2 peptide; stronger effect = lower value. RMI core complex (RMI1/RMI2) binding to FANCM MM2 peptide, human. actives 0.58% (n = 70,000). FP signal (polarization) at 33 µM; in the data active = FP signal below about 40; note: inactives centre near 61; strong numbers were not always called active; unit not given here
# The depositor's hits bear a star; & = joins results of further samples. An excerpt; the hit share may differ from the screen's.
SMILES,RMI-FANCM inh
CCC(C)NC(=O)c1ccc2c(=O)n(C)c3nnc(SCC(=O)Nc4ccc(OC)cc4)n3c2c1 (centres undefined),60
Cc1cc(NC(c2cccc([N+](=O)[O-])c2)c2ccc3cccnc3c2O)no1 (centres undefined),62
O=C(Nc1ccccc1)Nc1nc(CCC(=O)N2CCN(Cc3ccccc3)CC2)cs1,63
O=C(O)C(=O)Nc1nc(-c2ccc3c(c2)OCCO3)cs1,57
CN1CCN(Nc2ncnc(N)c2[N+](=O)[O-])CC1,62
CC(=O)c1sc(NC(=O)C2CCCCN2S(C)(=O)=O)nc1-c1ccccc1 (centres undefined),64
O=C(O)CC1C(=O)NCCN1C1Cc2ccccc2C1 (centres undefined),49
CCc1cccc(NC(=O)Cn2nc3c(cc2=O)CCCC3)c1,64
Cc1cccc(C)c1NC(=O)Cn1cnc2c(sc3ncccc32)c1=O,72
CCCc1ccc(S(=O)(=O)NCCc2ccc(N(C)C)cc2)cc1,69
CCOC(=O)c1c(C)n(C)c2ccc(OCC(O)CNc3ccccc3F)cc12 (centres undefined),63
Cc1nc(-n2nc(-c3cccs3)cc2NC(=O)C(C)C)[nH]c(=O)c1C,66
CS(=O)(=O)N1CCCC1C(=O)Nc1nc(-c2ccccc2)c(-c2ccccc2)s1 (centres undefined),63
Cc1ccccc1N1C(=O)CSC1=O,55
O=C(COc1ccc(Cl)cc1Cl)NCCn1ncc2c(=O)n(Cc3ccccc3F)cnc21,65
N#C/C(=C\c1ccc(Cl)cc1Cl)C(=O)c1ccsc1,61
CCOC(=O)Cn1c(=NC(=O)c2sc3ccccc3c2Cl)sc2cc(F)cc(F)c21,69
O=C(Nc1ccc2c(c1)CCCN2S(=O)(=O)c1cccs1)Oc1ccccc1,62
CC1=NN(c2ccccc2)C(=O)C1N=Nc1ccc([N+](=O)[O-])cc1 (centres undefined),61
Cc1nc2ccc(NC(=O)c3ccccn3)cc2c(=O)n1-c1ccc(Cl)cc1,64
COc1cccc(C(=O)Nc2cc(C)nn2-c2nc3c(cnn3-c3cccc(Cl)c3)c(=O)[nH]2)c1,63
CCCCc1ccc(NC(=O)NC2CCN(c3nccc(C(F)(F)F)n3)CC2)c(C)c1,50
OC(CN1CCOCC1)Cn1c2ccc(Br)cc2c2cc(Br)ccc21 (centres undefined),57
CCOC(=O)c1c(-c2ccc(F)cc2)csc1NC(=O)/C(C#N)=C/c1ccc(N(C)C)cc1,59
CCn1ccc(C(=O)Nc2ccccc2S(C)(=O)=O)n1,66

# 16 of the compounds above, with bars between the fields:
Structure | RMI-FANCM inh
CCC(C)NC(=O)c1ccc2c(=O)n(C)c3nnc(SCC(=O)Nc4ccc(OC)cc4)n3c2c1 (centres undefined) | 60
Cc1cc(NC(c2cccc([N+](=O)[O-])c2)c2ccc3cccnc3c2O)no1 (centres undefined) | 62
O=C(Nc1ccccc1)Nc1nc(CCC(=O)N2CCN(Cc3ccccc3)CC2)cs1 | 63
O=C(O)C(=O)Nc1nc(-c2ccc3c(c2)OCCO3)cs1 | 57
CN1CCN(Nc2ncnc(N)c2[N+](=O)[O-])CC1 | 62
CC(=O)c1sc(NC(=O)C2CCCCN2S(C)(=O)=O)nc1-c1ccccc1 (centres undefined) | 64
O=C(O)CC1C(=O)NCCN1C1Cc2ccccc2C1 (centres undefined) | 49
CCc1cccc(NC(=O)Cn2nc3c(cc2=O)CCCC3)c1 | 64
Cc1cccc(C)c1NC(=O)Cn1cnc2c(sc3ncccc32)c1=O | 72
CCCc1ccc(S(=O)(=O)NCCc2ccc(N(C)C)cc2)cc1 | 69
CCOC(=O)c1c(C)n(C)c2ccc(OCC(O)CNc3ccccc3F)cc12 (centres undefined) | 63
Cc1nc(-n2nc(-c3cccs3)cc2NC(=O)C(C)C)[nH]c(=O)c1C | 66
CS(=O)(=O)N1CCCC1C(=O)Nc1nc(-c2ccccc2)c(-c2ccccc2)s1 (centres undefined) | 63
Cc1ccccc1N1C(=O)CSC1=O | 55
O=C(COc1ccc(Cl)cc1Cl)NCCn1ncc2c(=O)n(Cc3ccccc3F)cnc21 | 65
N#C/C(=C\c1ccc(Cl)cc1Cl)C(=O)c1ccsc1 | 61

# More results follow:
SMILES,RMI-FANCM inh
CCOC(=O)c1sc(N=Nc2c(-c3ccccc3)[nH]n(-c3ccccc3)c2=O)c(C(=O)OCC)c1C,55
NC(=O)c1ccccc1NC(=O)C1CCN(c2ccc(-c3ccco3)nn2)CC1,57
CCOc1ccc(NC(=O)c2ccc(F)c(S(=O)(=O)N3CCN(c4cccc(Cl)c4)CC3)c2)cc1,57
O=C(c1cccs1)N1CCN(c2nnnn2-c2ccccc2)CC1,75
O=C(NCCN1CCNC1=O)Nc1ccc(OC(F)(F)F)cc1,59
NC(=O)Cc1csc(NC(=O)c2ccc[nH]c2=O)n1,76
O=C(c1ccc([N+](=O)[O-])s1)N(Cc1cccnc1)c1nc2ccc(Cl)cc2s1,54
C=CCN1C(=O)C(C)(C)COc2ccc(NC(=O)c3ccco3)cc21,68
Cc1cc(NC(=O)C(=O)c2c[nH]c3ccccc23)n(-c2nc3c(c(=O)[nH]2)CCC3)n1,47
Oc1ccc(CCc2n[nH]c(=S)n2-c2ccc(F)cc2)cc1,46
O=C(CN1CCC(C(=O)NCc2c(F)cccc2F)CC1)Nc1ccc(F)cc1,58
CSc1ccccc1NC(=O)C1(c2cccs2)CCCC1,60
CC1CCc2c(sc(NC(=O)c3ccno3)c2-c2nc3ccccc3s2)C1 (centres undefined),90
O=C1CSC(c2ccc3c(c2)OCO3)N1c1ccc(F)cc1 (centres undefined),52
Cc1ccc(S(=O)(=O)Oc2c(Cc3ccccc3)c(=O)[nH]c3ccccc23)cc1,70
Fc1ccc(-c2nc(N3CCCCCC3)c3ccccc3n2)cc1,71
Cc1c(C(=O)O)cnn1-c1ccccc1,73
COCc1nc2c([nH]1)c(=O)n(C)c(=O)n2CC(C)C,54
NC(=O)c1ccccc1NC(=O)CCCn1nc(-c2ccc(Cl)cc2)ccc1=O,77
O=C(Cn1ccc(C(F)(F)F)n1)c1ccc(Cl)cc1,40
Nc1ccnc2c(C(F)(F)F)cccc12,62
O=C(Nc1cccc(C(F)(F)F)c1)N1CCN(c2ncccc2C(F)(F)F)CC1,55
Cc1cc(NC(=O)Cc2ccccc2)ccc1O,54
CCOC(=O)c1cc(=O)c2ccccc2[nH]1,61
O=C(CSc1ccc(-c2cccs2)nn1)NC1CCCCC1,70

# More structures.
SMILES,RMI-FANCM inh
O=C(Nc1ccc(S(=O)(=O)N2CCOCC2)cc1)c1cc2cc(Cl)cc(Cl)c2oc1=O,68
COc1ccccc1N1CCN(C(=O)C(C)N2CCCc3cc(C)ccc32)CC1 (centres undefined),54&55
CC1(C)CC(=O)c2sc(NC(=O)C3CCN(S(=O)(=O)c4cccs4)CC3)nc2C1,65
CO[C@H]1/C=C/O[C@@]2(C)Oc3c(C)c(O)c4c(O)c(c(C=NN5CCN(C6CCCC6)CC5)c(O)c4c3C2=O)NC(=O)/C(C)=C\C=C\[C@H](C)[C@H](O)[C@@H](C)[C@@H](O)[C@@H](C)[C@H](OC(C)=O)[C@@H]1C,65
O=C(CCCn1nc(-c2ccc(Cl)cc2)ccc1=O)Nc1ccccc1C(F)(F)F,71
O=C(CSc1ncc(-c2cccc(Br)c2)o1)Nc1cccc(Cl)c1,80
O=C(O)C1CC(=O)N(Cc2ccc(C(F)(F)F)cc2)C1 (centres undefined),54
Cc1cc(-c2nc3ccccc3o2)c2ccccc2n1,58
O=C(CCCn1nc(-c2cccs2)ccc1=O)Nc1cccc(C(F)(F)F)c1,67
N#Cc1ccc(C(=O)CSc2n[nH]c(=O)n2-c2cccnc2)cc1,63
O=C(CSC1=Nc2cccnc2Nc2ccccc21)Nc1ccc(F)cc1F,50
Cc1cc(NC(=O)c2ccc([N+](=O)[O-])o2)n(-c2nc3ccccc3s2)n1,61
CCCC1CCC(c2ccc(C(=O)Oc3ccc(C)nc3)cc2)CC1 (centres undefined),58
Cc1nn(CC(O)COc2ccc3c(C)cc(=O)oc3c2)c(C)c1Cl (centres undefined),59
O=C(Nc1ccc(S(=O)(=O)Nc2ncccn2)cc1)c1cnc2n(c1=O)CCS2,20*
CCOC(=O)C(=O)N(C)CC(OC)OC,66
Cc1ccc(C(=O)Nc2ccc(N3CCN(Cc4ccccc4)CC3)cc2)cc1,56
CS(=O)(=O)c1cc([N+](=O)[O-])c(NC2CCS(=O)(=O)C2)c([N+](=O)[O-])c1 (centres undefined),59
O=C(NCc1nnnn1-c1ccc(F)cc1)c1ccccc1SC(F)F,54
Cc1ccc(C)c(CSc2nccn3nc(-c4ccc(C)c(C)c4)cc23)c1,73
Cc1ccc(Cn2c(SCCN3CCCCC3)nc3c2c(=O)[nH]c(=O)n3C)cc1,60
CCOC(=O)COc1ccc(-c2cc(-c3ccccc3)c3cc(Cl)ccc3n2)cc1,64
CSc1ccc(NC(=O)c2ccc(S(=O)(=O)N(C)C)cc2)nn1,84
CCn1c(=NC(=O)c2ccc(C#N)cc2)sc2c(C)ccc(OC)c21,62
COc1ccc(C(=O)NCCn2nc(-c3ccncc3)ccc2=O)cc1OC,67

# Continued.
SMILES,RMI-FANCM inh
CC(C)(C)c1nnc(-c2cccc(NS(=O)(=O)c3ccc(-c4ccno4)s3)c2)o1,44
CCOc1ccc(-c2csc(-n3nc(C)cc3NC(=O)Cc3ccc(F)cc3)n2)cc1,129
CCOC(=O)c1c(-c2ccc(-c3ccccc3)cc2)csc1NC(=O)CCN1CCN(CC)CC1,134
COc1ccc(C)cc1NC(=O)C(=O)NCCCN1CCOCC1,53
Cn1nc(OCC(=O)Nc2ccc(Cl)cc2Cl)cc1C(F)(F)F,63
COc1ccc(C(=O)NCCn2cc(SCC(=O)NCc3ccccc3)c3ccccc32)cc1OC,63
COc1ccc(C(=O)N2CCOC2CNC(=O)C(=O)NCCc2ccc(S(N)(=O)=O)cc2)cc1 (centres undefined),62
CC1(C)C=C(C(N)=O)C(C)(C)N1,43
Cc1csc(NC(=O)CSc2nnc(NC(=O)c3ccco3)s2)n1,58
COc1ccc(-c2nnc3ccc(OCCNC(=O)NC4CCCCC4)nn23)cc1OC,69
NC(=S)NN=C1Cc2ccccc2C1,53
COc1cccc(CCNC(=O)Cc2csc(Nc3cccc(Cl)c3)n2)c1,66
O=C(CSc1nnc(SCC(=O)NC2Cc3ccccc3C2)s1)NC1Cc2ccccc2C1,64&71
NC(=O)C1Cc2ccccc2N1C(=O)c1cc(=O)c2ccccc2o1 (centres undefined),51
Cn1ncc2ccccc2c1=O,63
COC(=O)c1ccccc1NS(C)(=O)=O,56
Cc1nnc(NC(=O)CSc2nnc(COc3ccc(Cl)cc3)o2)s1,72
O=S(=O)(NCc1cccnc1)c1ccccc1,53
COc1cc(I)c(OC)cc1I,53
O=C(Cn1cc(-c2nnc(-c3ccco3)o2)c2ccccc21)N1CCCc2ccccc21,113
CN(c1ccc(Cl)cc1)S(=O)(=O)c1ccsc1C(=O)Nc1ccc(Br)cc1,66
Cc1c(Cl)cccc1NC(=O)C(=O)NCCN1CCN(c2ccccc2)CC1,69
CCOC(=O)Cc1csc(NC(=O)c2ccc(Cl)cc2)n1,64
COc1ccc(-c2ccc(=O)n(CCNC(=O)NC3CCCCC3)n2)cc1OC,69
O=C(CC1Sc2ccccc2NC1=O)Nc1cc(Cl)ccc1Cl (centres undefined),61

# The list continues.
SMILES,RMI-FANCM inh
Cc1cc(Cl)ccc1OCC(N)=O,77
O=C1C=CC(=O)N1c1ccc(-c2csnn2)cc1,53
CC(C)(C)OC(=O)NC(CC(N)=O)C(=O)O (centres undefined),54
Cc1c(C(=O)O)sc2nc(SCC(=O)c3cc(C(C)(C)C)c(O)c(C(C)(C)C)c3)[nH]c(=O)c12,50
O=c1ccc(-c2ccc(Cl)cc2)nn1CCCNS(=O)(=O)c1cccnc1,68
Fc1cccc2sc(Nc3nc(-c4cccnc4)cs3)nc12,148
O=C(NCCn1ncc2c(=O)n(Cc3cccc4ccccc34)cnc21)c1ccc2c(c1)OCO2,87
C=CCn1c(SCC(=O)Nc2cc(C(F)(F)F)ccc2Cl)nc2scc(-c3ccc(F)cc3)c2c1=O,75
COc1cccc2oc(-c3ccccc3)cc(=O)c12,61&54
O=C(NCc1ccccc1Cl)c1ccc2nccnc2c1,55
CC(C)(C)OC(=O)N1CCN(C/C(N)=N\O)CC1,66
Cn1nc(C(F)(F)F)c2cc(C(=O)Nc3ccc(F)c(Cl)c3)sc21,44
O=[N+]([O-])c1cccnc1Sc1ccccc1C1=NCCCN1,55
CN1CCc2cc(C(CNS(=O)(=O)c3ccc(Cl)cc3)N(C)C)ccc21 (centres undefined),67
CCOC(=O)c1c(C)n(-c2ccccc2)c2ccc(OC)cc12,63
CSc1cccc(NC(=O)CCc2csc(NC(=O)c3ccc(=O)[nH]c3)n2)c1,64
CC(NC(=O)C12CC3CC(CC(C3)C1)C2)C(=O)NNC(=O)c1ccncc1 (centres undefined),51
Cc1ccc(NC(=O)C2CCN(S(=O)(=O)c3cccs3)CC2)c(C(=O)c2ccccc2)c1,70
CSc1noc(-c2ccc(Cl)cc2)c1C(=O)NC(=O)Nc1ccccc1Cl,54
COc1cc(-c2ccc(Cl)cc2)nc(N)n1,60
CC(C)(C)c1cc(/C=C(\C#N)C(N)=S)cc(C(C)(C)C)c1O,252
O=C(CC1S/C(=N\N=C2\CSC(=O)N2)NC1=O)Nc1ccccc1 (centres undefined),59
O=C(COc1ccc(Cl)cc1)NCCCn1nc(-c2ccncc2)ccc1=O,67
COc1ccc2nc(-n3nc(C)cc3NC(=O)c3ccc(C#N)cc3)sc2c1,61
O=C(c1ccc(N2C(=O)CCC2=O)cc1)N1CCN(Cc2nc(-c3ccc(F)cc3)cs2)CC1,60

# (list continues)
SMILES,RMI-FANCM inh
CN(C)c1ccc(CCNC(=O)c2ccccc2C(F)(F)F)cc1,71
COc1ccc(C(=O)Nc2ccc3c(c2)C(=O)NC3=O)c(OC)c1,61
COc1ccc(NC(=O)c2cc(=O)c(OC)c[nH]2)cc1OC,61
O=C(NCCNc1nccc(C(F)(F)F)n1)c1ccco1,53
COc1cccc(/C=C/N2CCCC2)c1[N+](=O)[O-],47
O=S(=O)(Nc1ccccc1N1CCOCC1)c1cccs1,60&56
COc1ccc(CC(=O)Nc2ccc3c(c2)CN(C(=O)C2CC2)CC3)cc1OC,74
CN1C(=O)Cc2cc(NC(=O)CC(C)(C)C)ccc21,55
O=S1(=O)CCC(NS(=O)(=O)CCCCC(Cl)(Cl)Cl)C1 (centres undefined),61
CCOC(=O)Cn1cnc2c(cnn2-c2ccccc2)c1=O,54
